KOR beta-arrestin-1: kappa opioid receptor activators – cell-based, luminescence, uHTS, primary screen (AID 1777); KOR beta-arrestin recruitment, luminescence; higher % means a stronger effect; activation, % at 10 µM, or EC50 in µM where a hit was titrated; actives 0.02% (n = 280,000); in the data active = activation above about 50%, passing the limit was not always enough; note: a part of the inactive calls stands beside numbers as strong as those of hits
NTR1 ag: agonists of NTR1, primary screen, imaging, U2OS cells, beta-arrestin-GFP, high content (AID 493036). NTR1-U2OS beta-arrestin-GFP spot imaging, agonist mode. activation, % at 20 µM. actives 0.17% (n = 330,000);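 active = activation at or above 40% of the spot to cytoplasm intensity ratio, with at least 20 cells analyzed; inconclusive = wells under 20 cells, flagged as cytotoxic or low count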;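 note: 0% = DMSO without peptide and 100% = 100 nM NTR1 peptide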
Target sequence (P30989 whole entry, looked up): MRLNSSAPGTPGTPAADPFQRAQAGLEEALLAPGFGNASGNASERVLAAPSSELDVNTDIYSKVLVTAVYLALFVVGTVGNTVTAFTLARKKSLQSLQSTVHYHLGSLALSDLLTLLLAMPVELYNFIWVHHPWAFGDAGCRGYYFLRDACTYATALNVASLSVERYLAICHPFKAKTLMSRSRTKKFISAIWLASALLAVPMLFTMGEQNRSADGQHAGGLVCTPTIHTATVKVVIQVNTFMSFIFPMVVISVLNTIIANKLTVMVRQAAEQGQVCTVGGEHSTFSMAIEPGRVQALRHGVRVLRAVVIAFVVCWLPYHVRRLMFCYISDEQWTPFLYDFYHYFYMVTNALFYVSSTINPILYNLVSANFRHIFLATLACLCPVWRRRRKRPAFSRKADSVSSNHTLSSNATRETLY
Myeloid diff 2: promotes myeloid progenitor differentiation; ER-HoxA9 myeloid progenitors, lysozyme-GFP differentiation, flow cytometry; calls only at 10 µM; actives 1% (n = 360,000);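 active = normalized GFP-positive differentiation at or above the plate's own cutoff, the solvent-only control mean plus 3 SD; inconclusive = no clear call, values can overlap the other calls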;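 note: cells exposed to compound for four days before flow analysis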
GPR55 antagonists: GPR55 antagonists blocking LPI-driven arrestin recruitment, primary screen, imaging, U2OS, beta-arrestin-GFP, LPI agonist (AID 2013). inhibition, % at 10 µM, or IC50 in µM where a hit was titrated. actives 0.13% (n = 290,000). U2OS GPR55 beta-arrestin-GFP translocation imaging, LPI antagonism; higher % means a stronger effect;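 active = spots per cell inhibited over 60%, with over 100 cells counted and total cytoplasm intensity under 500,000; inconclusive = wells with under 100 cells, flagged as likely toxic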;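 note: U2OS cells stably carrying GPR55 and arrestin-GFP stimulated by 5 µM LPI near EC80; imaged beta-arrestin-GFP aggregate spots per cell after agonist stimulation; plate controls were LPI-stimulated DMSO wells for no effect and DMSO wells without LPI for full effect; some results filed as inactive read as strong as hits; confirmed hits need IC50 under 10 µM and bright autofluorescent wells are also inconclusive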
GPR55 beta-arrestin: GPR55 agonists via beta-arrestin recruitment, primary screen, imaging, U2OS cells, beta-arrestin-GFP redistribution (AID 1961) | actives 0.048% (n = 290,000) | one-dose activation, % at 10 µM; EC50 in µM for titrated hits | U2OS GPR55 beta-arrestin-GFP redistribution imaging; higher % means a stronger effect;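 active = activation above 40% with more than 50 cells counted in the well; inconclusive = wells holding fewer than 50 cells, flagged as toxic or sparse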;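 note: U2OS osteosarcoma cells stably expressing GPR55 and beta-arrestin-GFP; plate controls were DMSO negative control for no effect and LPI positive control for full effect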
NOD2 inhibition: NOD2 signaling inhibitors, cell-based, luminescence, uHTS, HEK293 (AID 1566) | actives 0.63% (n = 290,000) | inhibition, % at 4 µM, or EC50 in µM where a hit was titrated | HEK293 NOD2/NF-kB luciferase reporter, luminescence; higher % means a stronger effect; note: many of its hits are not listed in these tables
T cell HTS: modulates CD8 T cell binding to vesicles. 2C CD8+ T cell-vesicle binding, flow cytometry; active compounds read low. calls only at 7 µM. actives 0.068% (n = 330,000);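 active = response, share of CD8 T cells binding vesicles, and their 90th percentile fluorescence all below set limits, cut at about 80% in these data, passing the limit was not always enough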
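Test system: purified 2C TCR transgenic mouse naive CD8+ T cells. Probe or stimulus: QL9-peptide-loaded Drosophila micro-vesicles bearing Ld, ICAM-1 and B7-1. Incubation: binding step 1.5 h, 37 °C, antibody labelling 20 min, ice. Measured by: flow cytometry of vesicle-bound cells.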
KOR beta-arrestin-2: kappa opioid receptor blockers – cell-based, luminescence, uHTS (AID 1778). actives 0.091% (n = 290,000). KOR beta-arrestin recruitment, luminescence, antagonist mode; higher % means a stronger effect. one-dose inhibition, % at 10 µM; IC50 in µM for titrated hits; note: strong numbers were not always called active
NOD1 NF-kB reporter: NOD1 signaling inhibitors, primary screen, cell-based, luminescence, uHTS (AID 1578); NOD1-driven NF-kB luciferase reporter cells, luminescence; higher % means a stronger effect; inhibition, % at 4 µM, or EC50 in µM where a hit was titrated; actives 1% (n = 290,000); in the data active = inhibition mostly above about 36%, no sharp cut-off; inactive = mostly below about 34%;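 note: HEK-293T reporter cells stimulated with the NOD1 agonist gamma-tri-DAP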
T cell HTS vesicle-bound %: also measured in T cell HTS; calls as there; double positive events, %; measured here: CD8+ vesicle-bound cell fraction;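 binding gate set so that unloaded-vesicle control wells show 10% double positive cells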
NTR1 ag cell count 20 µM: further read-out of NTR1 ag, marked with its call; cell count; measured here: cell count, cytotoxicity flag
Myeloid diff 2 GFP+ MAC1+ %: also measured in Myeloid diff 2; calls as there; GFP+ MAC1+ double positive, %; measured here: differentiation confirmed by MAC1 staining
The depositor's hits bear a star; i = inactive; ? = inconclusive; · = no result given; + = active, no number; [ ] = dose if it differs, or a comment. Cut-off read from the data, not from the text of the source, unless noted: active = inhibition above about 50%; inactive = the rest.

SMILES,KOR beta-arrestin-1,NTR1 ag,NTR1 ag cell count 20 µM,Myeloid diff 2,Myeloid diff 2 GFP+ MAC1+ %,GPR55 antagonists,GPR55 beta-arrestin,NOD2 inhibition,T cell HTS,T cell HTS vesicle-bound %,KOR beta-arrestin-2,NOD1 NF-kB reporter
CCC(Oc1ccccc1C)C(=O)Nc1ccc(S(=O)(=O)Nc2cc(C)on2)cc1 (stereo unspecified),-2.1%,1.4,34,i,2.5,-1%,-0.2%,21%,i,43,-6%,-21%
Oc1ccccc1N=Cc1sc2ccccc2c1Cl,7.1%,-0.8,56,+,7.5*,3%,0.4%,17%,i,39,19%,13%
COc1cccc(C(=O)NCc2cccnc2)c1,1.7%,0.7,42,i,5.1,?,0.0%,-1%,i,20,-72%,12%
CCn1c2ccccc2c2cc(NC(=O)C/C(C)=N/NC(=O)c3ccccc3N)ccc21,1.9%,1.8,48,i,3.6,1%,0.2%,14%,i,6,-50%,18%
CCOC(=O)N1CCc2c(sc3c2c(=O)n(Cc2ccccc2)c(=O)n3CC(=O)NCC2CCCO2)C1 (stereo unspecified),3.7%,0.9,63,i,3.1,1%,-0.2%,27%,i,1,-9%,-9%
O=C(Nc1ccccc1C(=O)NCc1ccco1)Nc1cccc2ccccc12,4.6%,2.3,44,i,0.4,-7%,-0.5%,-31%,i,31,-32%,-24%
Cc1c(OCC(=O)NCCCN2CCCC2=O)ccc2c3c(c(=O)oc12)CCCC3,9.4%,0.5,65,?,·,5%,0.6%,12%,i,41,-34%,19%
CC(C)NC(=O)c1cc(-c2cccs2)on1,-5.3%,-0.9,93,i,0.6,5%,-0.1%,-41%,i,31,-8%,-64%

Shown field by field: 3 of the compounds above.
Oc1ccccc1N=Cc1sc2ccccc2c1Cl
  KOR beta-arrestin-1 = 7.1%; NTR1 ag = -0.8; NTR1 ag cell count 20 µM = 56; Myeloid diff 2 = +; Myeloid diff 2 GFP+ MAC1+ % = 7.5*; GPR55 antagonists = 3%; GPR55 beta-arrestin = 0.4%; NOD2 inhibition = 17%; T cell HTS = i; T cell HTS vesicle-bound % = 39; KOR beta-arrestin-2 = 19%; NOD1 NF-kB reporter = 13%

Cc1c(OCC(=O)NCCCN2CCCC2=O)ccc2c3c(c(=O)oc12)CCCC3
  KOR beta-arrestin-1 = 9.4%; NTR1 ag = 0.5; NTR1 ag cell count 20 µM = 65; Myeloid diff 2 = ?; Myeloid diff 2 GFP+ MAC1+ % = ·; GPR55 antagonists = 5%; GPR55 beta-arrestin = 0.6%; NOD2 inhibition = 12%; T cell HTS = i; T cell HTS vesicle-bound % = 41; KOR beta-arrestin-2 = -34%; NOD1 NF-kB reporter = 19%

CCOC(=O)N1CCc2c(sc3c2c(=O)n(Cc2ccccc2)c(=O)n3CC(=O)NCC2CCCO2)C1 (stereo unspecified)
  KOR beta-arrestin-1 = 3.7%; NTR1 ag = 0.9; NTR1 ag cell count 20 µM = 63; Myeloid diff 2 = i; Myeloid diff 2 GFP+ MAC1+ % = 3.1; GPR55 antagonists = 1%; GPR55 beta-arrestin = -0.2%; NOD2 inhibition = 27%; T cell HTS = i; T cell HTS vesicle-bound % = 1; KOR beta-arrestin-2 = -9%; NOD1 NF-kB reporter = -9%

Going on with the list:
SMILES,KOR beta-arrestin-1,NTR1 ag,NTR1 ag cell count 20 µM,Myeloid diff 2,Myeloid diff 2 GFP+ MAC1+ %,GPR55 antagonists,GPR55 beta-arrestin,NOD2 inhibition,T cell HTS,T cell HTS vesicle-bound %,KOR beta-arrestin-2,NOD1 NF-kB reporter
CC(=O)c1cccc(NC(=O)c2ccoc2C)c1,4.4%,0.1,43,i,0.5,0%,-0.1%,5%,i,45,-30%[20 µM],-9%
CCC(=O)N1CCN(C(=O)CC)C1c1ccccc1,-8.6%,0.0,46,i,1.3,1%,-0.3%,12%,i,40,-22%,-1%
Cc1nc2c(c(=O)n1CCC1=CCCCC1)c1nc3ccccc3nc1n2/N=C/c1ccco1,4.5%,3.2,41,·,·,10%,-0.4%,-14%,i,20,7%,-14%
O=C1CCNc2cc3ccccc3cc21,1.2%,-0.5,79,i,1.7,-20%,-0.1%,4%,i,40,-89%,30%
Cc1c(Nc2nc3ccccc3nc2N2CCN(c3ccccc3)CC2)c(=O)n(-c2ccccc2)n1C,2.2%,8.0,84,i,1.2,6%,-0.1%,-8%,i,18,-12%,-12%
COc1cccc(CC(=O)NCC2COc3ccccc3O2)c1OC (stereo unspecified),-3.0%,0.6,36,i,0.8,3%,-0.1%,13%,i,30,-2%,27%
CC(C)C1Oc2ccccc2N(CC(=O)NC2CCCCC2)C1=O (stereo unspecified),-3.0%,0.0,50,i,1.6,1%,0.5%,11%,i,29,22%,-7%
O=C(COC(=O)C1(c2ccc(F)cc2)CCCC1)NCc1ccc2c(c1)OCO2,-4.4%,1.5,89,i,0.8,-11%,-0.1%,-46%,i,61,-11%,-11%
O=C(NC1CC1)C1CCN(c2nc3ccccc3s2)CC1,0.6%,0.2,60,i,0.5,12%,-0.4%,-6%,i,34,-18%,-37%
Cc1ccc(C(=O)CSc2nc3ccccc3c(=O)[nH]2)cc1,-0.4%,2.0,86,i,0.6,-7%,-0.1%,-1%,i,29,-38%,-22%
O=C(NCc1ccco1)c1cnn2c(C(F)(F)F)cc(-c3ccccc3)nc12,31%,8.1,55,?,·,2%,1.0%,2%,i,34,6%,-1%
CC(=O)N1c2ccc(S(=O)(=O)NCCC(=O)NCCc3ccc(C)cc3)cc2CC1C (stereo unspecified),6.2%,2.8,68,i,5.0,-8%,-0.3%,10%,i,8,-24%,-2%
O=C(Cc1ccc(Br)cc1)Nc1ccc(S(=O)(=O)N2CCCC2)cc1,3.1%,1.5,59,i,1.1,-7%,-0.2%,8%,i,28,-1%,-14%
CCOc1ccc2nc(N/C(N)=N/C(=S)Nc3ccc(C)c(C)c3)nc(C)c2c1,10%,5.3,81,i,0.3,-4%,0.1%,15%,i,31,-22%,-17%
O=C(Nc1ccc(Oc2ccc(NC(=O)Nc3ccc([N+](=O)[O-])cc3)cc2)cc1)Nc1ccc([N+](=O)[O-])cc1,0.4%,13,36,i,0.4,7%,0.6%,32%,i,55,20%,9%
COc1cc(OC)cc(C(=O)NCCNC(=O)c2ccccc2)c1,-0.7%,-0.1,90,i,0.5,-6%,0.3%,17%,i,26,-14%,4%
Cc1ccc(S(=O)(=O)Nc2cccnc2Oc2ccc(Cl)cc2)cc1,-0.3%,1.2,59,i,0.5,3%,0.5%,3%,i,33,-6%,11%
CC(=O)c1ccc(NC(=S)NC(C)c2ccc(Cl)cc2Cl)cc1 (stereo unspecified),-3.9%,9.1,74,i,0.1,5%,-0.2%,0%,i,33,-43%,-30%
Cc1cccn2c(=O)c(/C=C(\C#N)C(=O)NCc3ccco3)c(N3CCC(C(N)=O)CC3)nc12,-0.6%,2.5,59,i,0.2,6%,0.6%,16%,i,54,3%,-10%
O=C(COC(=O)c1cc(=O)[nH]c(=O)[nH]1)Nc1cccc(S(=O)(=O)N2CCCCC2)c1,-4.5%,-0.3,74,i,0.3,-7%,0.3%,2%,i,33,-12%,-31%
CCc1ccc(N2C(=O)C3C4C=CC(CC4)C3C2=O)cc1 (stereo unspecified),-0.8%,-0.5,66,i,0.4,-10%,-0.2%,-4%,i,57,-48%[20 µM],-17%
CCCc1nnc(NC(=O)CCC(=O)NCc2ccccc2OC)s1,-3.7%,0.7,57,i,9.9,15%,-0.1%,4%,i,56,12%,-11%
CCOC(=O)CSc1nnc(-c2cccs2)n1-c1ccccc1,3.1%,-1.5,70,i,1.1,-8%,-0.1%,6%,i,38,3%,-16%
O=C(O)C1CCCN(S(=O)(=O)c2ccc3c(c2)OCCO3)C1 (stereo unspecified),·,-1.1,89,i,0.1,4%,-0.1%,11%,i,48,-2%,-13%
O=C(c1ccccc1)c1ccc(CN2C(=O)c3ccccc3C2=O)o1,-4.5%,0.1,50,i,5.6,4%,-0.1%,6%,i,36,52%,-20%
COc1ccc(-c2nc(-c3ccccc3)c(-c3cc([N+](=O)[O-])ccc3C)[nH]2)cc1O,-1.4%,12,46,·,·,0%,0.5%,9%,i,51,11%,24%
COc1ccccc1OC(=O)C1CC(=O)N(c2ccc(Cl)cc2)C1 (stereo unspecified),-0.4%,0.8,79,i,8.2,6%,0.5%,-4%,i,25,-10%,-8%
COc1ccc2c(c1)C(NC(C)=O)C(=O)N2C (stereo unspecified),2.0%,-0.4,33,i,0.5,4%,-0.2%,2%,i,26,2%,-4%
O=C(NCc1cccc(C(F)(F)F)c1)c1ccc[nH]1,-2.7%,-1.6,93,i,0.5,9%,-0.1%,18%,i,8,30%,-5%
O=C(CSc1nc(-c2ccccc2Cl)ns1)c1ccc(Cl)cc1,-3.9%,0.2,58,i,0.8,6%,0.2%,1%,i,31,2%,-26%
C=CCn1c(O)c(N=O)c2ccccc21,1.1%,-0.7,60,i,0.5,-5%,0.3%,-12%,i,29,·,2%
CC(C)n1cc(CN2CCC(C(=O)Nc3cccc(-c4cscn4)c3)CC2)cn1,-0.1%,0.1,41,i,1.7,1%,-0.1%,-14%,i,13,-43%,7%
CCN(CC)C(=O)Cn1c(=O)n(-c2ccccc2)c(=O)c2sccc21,3.2%,-1.4,66,i,0.4,10%,-0.4%,2%,i,38,-14%,38%
COC(=O)Cc1ccc(NC(=O)c2ccc(C(C)(C)C)cc2)cc1,5.7%,4.8,101,i,0.0,2%,0.5%,71%*,i,52,-53%,88%*
O=c1[nH]cnc2sc3c(c12)CCN(Cc1ccccc1)C3,-0.3%,-2.1,69,i,0.5,1%,0.0%,31%,i,41,5%,19%
CCOc1ccc2c(c1)[nH]c(=S)n2C,-0.8%,1.8,58,i,0.3,14%,-0.3%,13%,i,50,-7%,-6%
COc1cccc(CC(=O)n2nc(N)c3cc4ccc(OC)cc4nc32)c1,25%,12,93,i,2.5,-8%,0.2%,20%,i,39,7%,4%
Cc1cc(C(=O)CSc2nnnn2C)c(C)n1CCc1ccc(Cl)cc1,23%,1.3,91,i,1.5,1%,-0.2%,-14%,i,31,-1%,2%
CC(C(=O)N1c2ccccc2CCc2ccccc21)n1nnc(-c2ccc(N(C)C)cc2)n1 (stereo unspecified),-1.7%,1.6,55,i,1.1,9%,1.0%,12%,i,44,-46%,-12%
CCn1cc(/C=N\NC(=O)COc2cccc(C)c2C)c(C)n1,1.6%,0.1,59,i,0.7,15%,0.4%,5%,i,44,22%,-5%

Screens deposited in PubChem by several laboratories.

Some of the compounds tested; rates above refer to the full screens.
